Assay outcomes deposited in PubChem by National Center for Advancing Translational Sciences (NCATS).
TCR act: Activators of T cell receptors: qHTS campaign; Potency, µM (highest dose often 9.22 µM), without a hit: at the top dose activation of IL-2 secretion, hits mostly activators; primary human leukocytes, anti-CD3, IL-2 HTRF, 48 h; 330,000 tested, under 10 active; further: % of control where 0% means no effect
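Human primary leukocytes + a-CD3 beads + cpd, 48 hr; IL-2 in supernatant by HTRF (ex 320nm / em 665nm). No co-stimulatory signal supplied.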
TSHR antag: Antagonists of the Thyroid Stimulating Hormone Receptor: HTS campaign; Thyrotropin receptor (Homo sapiens), P16473; TSHR-expressing cells, TSH-stimulated cAMP HTRF, 2 h; active compounds read low; activity change, negative = inhibition, % at 11.5 µM; 330,000 tested, 0.2% active; AID 504810, 2011;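 active means activity change below a set negative limit, meaning inhibition stronger than a set level, cut at about -70% in these data; inconclusive means activity change between two set negative limits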; further: on the % scale 0 is the no-effect control and ±100 the full control effect
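TSHR-expressing cells, 200/well, pre-treated with compound, then stimulated with EC80 TSH (4nM final) for 2 hours at 37 deg C. cAMP measured by competitive HTRF: anti-cAMP cryptate antibody in lysis buffer plus cAMP-d2, read after 30 minutes at room temperature.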
ELG1 repair inh: qHTS screen for small molecules that inhibit ELG1-dependent DNA repair in human embryonic kidney (HEK293T) cells expressing luciferase-tagged ELG1; HEK293T ELG1-luciferase reporter, luminescence, 16 h; DNA damage induced by 5-fluorouridine; AID 504467, 2011; Potency, µM (doses to about 46.1 µM), inactives show top-dose activity change, negative = inhibition, usual class: inhibitors; 330,000 tested, 2.3% active; further: potency means the concentration at half of the fitted maximal effect; on the % scale 0 is the no-effect control and ±100 the full control effect; nearly all actives have a fitted effect of over 55% in size
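5-Fluorouridine DNA damage + compound/DMSO, 2,000 cells/well, 16 h, 37 °C/5% CO2. ONE-Glo, 30 min RT, luminescence. Readout = decrease in reporter signal.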
KCNH2 WT inh: qHTS for Inhibitors of KCHN2 3.1: Wildtype qHTS; Voltage-gated inwardly rectifying potassium channel KCNH2 (Homo sapiens), Q12809; U2OS, BacMam KCNH2, thallium flux FluxOr; active compounds read low; activity change, % at 1.84 µM; 340,000 tested, 0.37% active; AID 720551, 2013;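 active means maximum activity change below -70%; inconclusive means maximum activity change between -70% and -50%; inactive means maximum activity change above -50%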; further: on the % scale 0 is the no-effect control and ±100 the full control effect
Target sequence (Q12809 whole entry, looked up): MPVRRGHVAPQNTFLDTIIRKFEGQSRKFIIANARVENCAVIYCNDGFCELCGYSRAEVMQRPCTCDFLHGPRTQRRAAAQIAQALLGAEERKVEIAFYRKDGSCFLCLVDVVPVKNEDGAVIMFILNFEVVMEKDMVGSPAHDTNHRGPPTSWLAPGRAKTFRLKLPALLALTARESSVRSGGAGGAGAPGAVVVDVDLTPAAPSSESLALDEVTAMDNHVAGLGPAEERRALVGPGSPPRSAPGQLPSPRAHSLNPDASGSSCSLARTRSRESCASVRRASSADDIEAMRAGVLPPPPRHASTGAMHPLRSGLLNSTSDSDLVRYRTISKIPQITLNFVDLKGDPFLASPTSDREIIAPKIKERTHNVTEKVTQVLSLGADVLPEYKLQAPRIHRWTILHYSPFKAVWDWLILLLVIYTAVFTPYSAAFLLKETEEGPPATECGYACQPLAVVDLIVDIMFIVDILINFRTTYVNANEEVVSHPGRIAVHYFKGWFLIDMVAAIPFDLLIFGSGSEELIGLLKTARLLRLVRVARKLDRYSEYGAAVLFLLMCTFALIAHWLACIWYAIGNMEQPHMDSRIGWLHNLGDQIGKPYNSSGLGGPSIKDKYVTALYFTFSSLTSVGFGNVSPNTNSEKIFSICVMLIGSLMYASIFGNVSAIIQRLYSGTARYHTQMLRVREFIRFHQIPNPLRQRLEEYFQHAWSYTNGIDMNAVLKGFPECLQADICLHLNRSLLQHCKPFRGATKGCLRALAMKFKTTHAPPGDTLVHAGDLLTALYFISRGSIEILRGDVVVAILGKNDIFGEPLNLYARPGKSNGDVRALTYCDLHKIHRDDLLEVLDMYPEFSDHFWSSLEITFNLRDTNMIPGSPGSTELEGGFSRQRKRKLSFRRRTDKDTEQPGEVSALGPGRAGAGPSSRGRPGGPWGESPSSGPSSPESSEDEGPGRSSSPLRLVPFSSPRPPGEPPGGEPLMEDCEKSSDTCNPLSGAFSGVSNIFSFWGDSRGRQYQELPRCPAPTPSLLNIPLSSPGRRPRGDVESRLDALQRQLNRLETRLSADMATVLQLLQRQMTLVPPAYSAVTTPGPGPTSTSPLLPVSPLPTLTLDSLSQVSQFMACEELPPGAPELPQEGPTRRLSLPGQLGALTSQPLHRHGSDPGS
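U2OS cells transduced with wild-type KCNH2 virus are loaded with FluxOr dye for 45 min, and thallium flux is measured in kinetic reads before and after stimulation buffer. Rate constants are normalized to DMSO controls.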
USP2a block: qHTS Assay for Inhibitors of Ubiquitin-specific Protease USP2a Using CHOP2 as the Reporter; Potency, µM (titrated, usually from 38.3 µM), for the others: top-dose activity change, negative = inhibition, usual class: inhibitors; 330,000 tested, 0.01% active; Ubiquitin carboxyl-terminal hydrolase 2 (Homo sapiens), O75604; USP2 core, Ub-CHOP2 coupled fluorogenic reporter, 485/531;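 further: potency means the concentration at half of the fitted maximal effect; plate controls were DMSO wells for no effect and full inhibition by NEM control for full effect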
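Cell-free coupled assay: 10nM USP2 core preincubated 30min RT with compound in Tris-HCl pH 8.0/CaCl2/CHAPS buffer, then 25nM Ub-CHOP2 and 25nM reporter substrate; fluorescence (Ex 485/Em 531) read after 60min RT, normalized to NEM inhibition, concentration-response curves fitted.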
A-T KAP1 phos: qHTS Assay for Identifying a Potential Treatment of Ataxia-Telangiectasia; Potency, µM (series often up to 57.5 µM), for the others: top-dose activation, usual class: activators; […] A-T fibroblasts, KAP-1 phosphorylation AlphaLISA; neocarzinostatin DNA damage 30 min before lysis; AID 485349, 2010; 320,000 tested, 0.19% active; further: potency means the concentration at half of the fitted maximal effect; % of control where 0% means no effect; nearly all actives have a fitted effect of over 45% in size
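hTERT-immortalized A-T patient fibroblasts ([…]), 500 cells/well in OPTI-MEM, 1% FBS, got compounds for 60 min, then NCS for 30 min at 37C. Lysates were then assayed for phospho-KAP-1 by AlphaLISA (anti-pKAP1 donor, anti-KAP1 acceptor beads), 6 hr at 25C.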
Mito fusion yeast: qHTS Assay for Small Molecule Inhibitors of Mitochondrial Division or Activators of Mitochondrial Fusion; S. cerevisiae fusion-defective mutant growth rescue, CellTiterGlo 48 h; Potency, µM (series often up to 46.1 µM), without a hit: at the top dose growth rescue (activation), most hits filed as activators; 320,000 tested, 0.23% active; AID 485298, 2010;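 further: potency means the concentration at half of the fitted maximal effect; % of control where 0% means no effect; nearly all actives have a fitted effect of over 45% in size; temperature-sensitive fusion mutants such as fzo1-1 at 37 °C on non-fermentable ethanol glycerol medium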
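Luminescent cell viability in 1536-well qHTS format served as the measure of rescued growth in ts fusion-mutant S. cerevisiae cultured on non-fermentable YPEG for 48 hours at 37C.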
TRPV1 agonist: HTS Assay for Compounds that Act as Agonists of the Vanilloid Receptor 1. Transient receptor potential cation channel subfamily V member 1 (Homo sapiens), Q8NER1. TRPV1-expressing cells, Fluo-8 calcium influx, agonist mode. activation, % at 8.33 µM. 320,000 tested, 0.19% active; in the data active means activation above about 80%; inconclusive means between about 30% and that limit; further: 0% is about no effect
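TRPV1-expressing cells were cultured overnight at 35.5C and loaded with Fluo-8 calcium dye for 40 to 90 min at room temperature. After a 10 s baseline, compound was added and calcium influx was read kinetically for 3 min (ex 480/em 520 nm).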
Eya2 phos inh: qHTS Assay for Inhibitors of the Phosphatase Activity of Eya2; Protein phosphatase EYA2 (Homo sapiens), O00167; recombinant Eya2, OMFP fluorescence dephosphorylation (OMFP is methylfluorescein phosphate); Potency, µM (top dose mostly 76.9 µM), without a hit: at the top dose activity, negative = inhibition, most hits filed as inhibitors; 330,000 tested, 0.006% active; further: potency means the concentration at half of the fitted maximal effect; on the % scale 0 is the no-effect control and ±100 the full control effect
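Eya2 (0.2 uM) preincubated 10 min at ambient with compound, then OMFP substrate added at 50 uM; 10 min reaction in 50 mM HEPES pH 7.5, 50 mM NaCl, 5 uM MgCl2, 0.05% BSA, 1 mM DTT. Fluorescence read at Ex 485/Em 525 nm.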
KCNH2 3.1 inh: qHTS for Inhibitors of KCHN2 3.1: Mutant qHTS. U2OS KCNH2 3.1, thallium flux FluxOr; active compounds read low. Potassium voltage-gated channel subfamily H member 2, brain isoform KCNH2 3.1 (human). activity change, % (tested at about 1.8 µM). 340,000 tested, 0.95% active;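 active means maximum activity change below -70%; inconclusive means maximum activity change from -70% to -50%; inactive means maximum activity change above -50%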;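 further: thallium influx rate constant from kinetic fluorescence after stimulation buffer; on the % scale 0 is the no-effect control and ±100 the full control effect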
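We transduce U2OS cells with the mutant 3.1 virus, culture them overnight, load FluxOr with Red40 quencher for 45 min, then add stimulation buffer and read kinetically for 2 min to derive a normalized rate constant.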
An asterisk follows results filed as active; ? = inconclusive; · = not tested or not shown; [ ] = another dose, or the depositor's remark. Unless noted, the call rests on the fitted dose curve; in most records, active means well fitted curve in the direction sought with a large enough effect; inconclusive means small, poorly fitted or top-dose-only effect, or another doubt; inactive means no such curve, though single readings can be large; an effect the other way counts as inactive or inconclusive. Some of the compounds tested. The share of hits here may be higher or lower than overall.

| Molecule | TCR act | TSHR antag | ELG1 repair inh | KCNH2 WT inh | USP2a block | A-T KAP1 phos | Mito fusion yeast | TRPV1 agonist | Eya2 phos inh | KCNH2 3.1 inh |
| --- | --- | --- | --- | --- | --- | --- | --- | --- | --- | --- |
| Cc1cccc(Oc2nc3c(c(=O)n(C)c(=O)n3C)n2C)c1 | 8% | -8 | ? | -21 | 1% | 7% | 1% | 4 | 2% | 12 |
| O=C(NC1CCCCCCC1)C1c2ccccc2C(=O)N1Cc1cccs1 (centres undefined) | 0%[46.1 µM] | -30 | -2% | 22 | 3% | 0% | 11% | 4 | 3% | 7 |
| CCC(NC(=O)C1CCCO1)c1ccccc1 (centres undefined) | · | -19 | -2% | -3 | 1% | -4% | 0% | 2 | 2% | -2 |
| CS(=O)(=O)N1N=C(c2ccc(Br)cc2)CC1c1ccc2c(c1)OCO2 (centres undefined) | 3% | 7 | ? | 37 | 2% | -6% | 2% | -3 | 12% | -29 |
| Cc1cc(OCC(=O)NCc2ccccn2)c2c(C)c(C)c(=O)oc2c1 | -5% | -14 | -24% | -5 | -1% | 16% | -1% | 2 | -2% | 18 |
| O=c1c(O)c(-c2cccs2)oc2ccccc12 | -3% | -5 | ? | -34 | 14% | -4% | 5% | ? | 18% | 4 |
| Cc1sc(-c2ccccn2)nc1OC(=O)c1ccc(F)cc1F | 6% | -15 | 4% | -1 | 7% | 8% | 1% | -2 | -2% | 1 |
| COc1cc2c(cc1OC)-c1cc(Nc3ccc(N(C)C)cc3)nc(=O)n1CC2 | 4% | -9 | ? | -9 | 2% | -6% | 0% | 0 | 11% | 4 |
| CCOc1ccc(C(=O)Nc2cc(C)c3c(=O)oc4ccccc4c3n2)cc1 | -2% | -4 | -3% | -4 | 0% | 7% | 2% | -1 | -18% | -9 |
| COc1ccccc1NC(=O)C(=O)NCCC1CCCCN1S(=O)(=O)c1cccs1 (centres undefined) | -4% | -27 | ? | -4 | 0% | 12% | 16% | 12 | 15% | -5 |
| COc1ccc(C(=O)NCc2cc(C(C)C)no2)cc1OC1CCN(C(C)C)CC1 | 1% | -2 | 5% | 18 | 3% | -3% | -5% | 3 | -4% | 4 |
| O=C(CSc1nnc(-c2ccco2)o1)c1ccc(F)c(F)c1 | -1% | -6 | 10% | 5 | 2% | 0% | 5% | -4 | 5% | 6 |
| COc1ccc(CNC(=O)C2CCCN(S(=O)(=O)c3ccc(Br)s3)C2)cc1 (centres undefined) | 4% | -10 | ? | 16 | 2% | 4% | 2% | 17 | 11% | -11 |
| N#C/C(=C\c1c(N2CCN(c3ccccc3)CC2)nc2ccccn2c1=O)C(N)=O | 0% | 0 | ? | -2 | 0% | -5% | 3% | 3 | -3% | 6 |
| NC(=O)C1(N2CCCCC2)CCN(C(=S)Nc2cccc(Cl)c2)CC1 | 0%[46.1 µM] | 2 | -2% | 17 | 3% | -2% | 1% | -1 | 2% | 11 |
| O=C(Nc1c2c(nn1-c1ccccc1)CS(=O)C2)c1ccco1 (centres undefined) | -1% | 11 | 13% | 8 | 0% | 2% | 1% | 2 | -10% | 2 |
| CCCn1c(SCC(=O)NCCc2ccccc2)nnc1-c1ccccn1 | 1% | -8 | -8% | -4 | -1% | -2% | -1% | 0 | -24% | -3 |
| CC1Cc2ccccc2N1C(=S)Nc1ccc(S(N)(=O)=O)cc1 (centres undefined) | -2%[46.1 µM] | 4 | -23% | -9 | 1% | -18% | -6% | -2 | 0% | 7 |
| Cn1nc(-c2ccccc2)c(CO)c1Sc1ccccc1 | -16% | -4 | -15% | -3 | 0% | 0% | -7% | 7 | 1% | -31 |
| Cc1cc(=O)n(CNC(=O)c2ccccc2)c(=S)[nH]1 | -3% | -6 | 7% | -22 | 6% | -2% | 2% | 2 | 1% | -9 |
| COC(=O)CNc1n[nH]c(=S)[nH]c1=O | 4% | 2 | 1% | 2 | -2% | 8% | 2% | 7 | 14% | 3 |
| CCOC(=O)c1oc2cc(OC(C)=O)ccc2c(=O)c1-c1ccc(OC)c(OC)c1 | 2% | 7 | 18% | 3 | 9% | 41% | 2% | -2 | -1% | -4 |
| CCNc1ccc(Br)cc(C(=O)/C=C/c2ccc3c(c2)OCO3)c1=O | -6% | -3 | -11% | 4 | 6% | -2% | 0% | -6 | 1% | 4 |
| CC(=O)SCC(C)C(=O)NCc1ccccc1 (centres undefined) | 3% | 0 | -4% | 4 | 2% | 2% | -1% | 0 | 1% | -2 |
| COc1ccc(S(=O)(=O)CCC(=O)N2c3ccccc3CC2C)cc1 (centres undefined) | 0% | -3 | -10% | -4 | 1% | -1% | 2% | 6 | -22% | -6 |
| CC(C)NS(=O)(=O)c1ccc(NC(=S)NC(=O)c2ccc(-c3ccccc3)cc2)cc1 | -5% | -5 | ? | 1 | 0% | -2% | -1% | 1 | -13% | -75* |
| Cc1ccccc1C(=O)N/N=C/c1ccc([N+](=O)[O-])s1 | 3% | -2 | ? | -18 | 2% | 4% | 9% | 9 | 13% | -9 |
| COc1ccc2cnn(-c3ccc(C)cc3)c(=O)c2c1OC | 0% | 1 | ? | -1 | -6% | · | -2% | 4 | 0% | -5 |
| CN(C)c1ccc(C(=O)N(Cc2ccccc2)Cc2ccccc2)cc1 | -2% | -6 | -9% | 2 | 2% | 12% | -1% | ? | 3% | -5 |
| O=C(c1cnn(C(=O)c2ccc(O)cc2)c1)c1ccccc1O | · | 3 | 3% | · | 3% | 0% | 1% | 12 | 6% | · |
| O=C(c1ccc(OC2CCN(Cc3ccc(F)cc3)CC2)cc1)N1CCCC1 | -8% | 12 | ? | 26 | 3% | 8% | 7% | -3 | -6% | -3 |
| CCCC(=O)Nc1ccc2c(c1)nc1n2CCN(CCOC)C1 | 1% | 5 | -5% | 3 | 1% | 1% | 7% | -3 | -4% | -1 |
| C=C1C(O)C[C@H]2C(=C)CCC3[C@H](OC(=O)[C@]3(O)CO)[C@@H]12 (some centres undefined) | -2% | -1 | -17% | -13 | 3% | 2% | -3% | -3 | 2% | 1 |
| Cc1ccccc1OCC(=O)N/N=C/c1cc2ccccc2nc1Cl | 1% | -2 | -28% | 8 | 0% | 4% | -3% | 0 | -9% | 6 |
| O=C(Cn1ncc2c(=O)oc3ccccc3c21)N1CCCc2ccccc21 | -4% | -1 | 8% | 4 | 0% | -3% | 5% | -3 | 17% | 0 |
| CN(CC(=O)Nc1ccccc1Br)C(=O)CCCSc1nc2ccccc2[nH]1 | -4% | -3 | 2% | -8 | -2% | 0% | -3% | 8 | -3% | 1 |
| CCCCn1c(Cl)nc2c1c(=O)n(C)c(=O)n2C | 4% | -1 | 9% | -2 | 4% | 3% | 3% | 0 | 11% | 7 |
| COc1cc(NC(=O)NCC2CCN(Cc3ccccc3C)CC2)cc(OC)c1OC | 0% | 25 | -6% | 3 | 2% | 2% | 8% | -1 | -16% | -14 |
| COc1ccc(S(=O)(=O)NCc2cccnc2)cc1C | · | 4 | -16% | 17 | 1% | -10% | 0% | 2 | -6% | 2 |
| CN(C(=S)NC(=O)C12CC3CC(CC(C3)C1)C2)c1ccc(O)cc1 | · | -23 | 13% | 24 | 5% | 9% | · | · | 0% | 10 |
| N#Cc1c(-c2ccccc2)nc(SCc2nc(N)nc(N3CCCCC3)n2)[nH]c1=O | -11% | -8 | -6% | -10 | 0% | 4% | -10% | -3 | 3% | -8 |
| O=C(Cc1ccc([N+](=O)[O-])cc1)Nc1nccs1 | -6% | 11 | ? | 4 | -6% | -1% | -2% | -1 | -10% | -14 |
| O=C(COC(=O)c1cc2ccccc2o1)NCc1ccco1 | 3% | -1 | 10% | -1 | -1% | -1% | -1% | 9 | 13% | 30 |
| COc1ccc(S(=O)(=O)N2CCOC23CCN(C(=O)c2c(F)cccc2Cl)CC3)cc1 | -2% | 2 | ? | 7 | 1% | 6% | 14% | 1 | -3% | -5 |
